Yeast growth inh = yeast BB579 growth reduction in restrictive medium. S. cerevisiae BB579 growth, OD615, 48 h. inhibition, % at 10 µM. 140,000 compounds, 0.51% hits;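 active = inhibition above a set limit, 3 SD over the mean compound inhibition, cut at about 44% in these data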; also: inactives centre near -24
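System: Saccharomyces cerevisiae DeaD strain BB579, replicative lifespan model yeast. Buffer or medium: restrictive glucose-based CSMM-D medium. Doses: one dose, 10 µM compound with 0.25% DMSO. Timing: 4 h preincubation and 48 h exposure at 30 °C. Detection: turbidity as optical density at 615 nm. Benchmarks: amphotericin B 10 µg/mL, positive.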
HCT116 bCat-KO = beta-catenin-lacking colon tumor cell growth suppression; HCT116 beta-catenin knockout viability, CellTiter-Glo, 60 h; hits give low values; viability, % at 10 µM; 140,000 compounds, 1.5% hits; AID 818;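 active = viability at or under a set limit, the compound median less 4 SD, cut at about 6% in these data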;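 also: 0% = Hyamine 1622 control at 20 µM and 100% = untreated cell control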
PTEN del growth = suppresses growth of cells with PTEN deletion; HCT116 PTEN-null viability, CellTiter-Glo, 60 h; hits give low values; viability, % at 10 µM; 140,000 compounds, 1.2% hits; AID 827;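 active = viability at or below a set limit, 4 SD under the median of all tested compounds, cut at about 3.7% in these data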;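 also: PTEN knockout HCT116 line with beta catenin targeted HCT116 as companion control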
Yeast life ext = extends the lifespan of yeast | 130,000 compounds, 0.68% hits | inhibition of the nicotinamide effect, % at 10 µM | S. cerevisiae growth with nicotinamide, OD615; deaD strain in restrictive glucose medium | AID 775;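 active = inhibition above a set limit, placed 3 SD over the median of all compounds, cut at about 26% in these data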;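 also: 0% = nicotinamide-treated wells and 100% = cells grown without nicotinamide; some compounds called inactive have numbers as strong as hits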
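Assay system: engineered S. cerevisiae DeaD replicative-lifespan strain, galactose-grown log-phase cells; medium: restrictive CSMM-D dextrose medium; also added: nicotinamide, 1.5 mM, co-present with compound; schedule: 48 h compound exposure at 30 °C, humidified; detection: absorbance at 615 nm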
NPY Y2 blocker = NPY-Y2 (human) receptor antagonism; NPY-Y2 expressing cells, antagonist mode; 140,000 compounds, 0.99% hits; P49146; inhibition, % at 2.7 µM; AID 793; in the data active = inhibition above about 17%;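 also: 0% = vehicle with agonist challenge and 100% = reference antagonist with challenge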
Target sequence (P49146 whole entry, looked up): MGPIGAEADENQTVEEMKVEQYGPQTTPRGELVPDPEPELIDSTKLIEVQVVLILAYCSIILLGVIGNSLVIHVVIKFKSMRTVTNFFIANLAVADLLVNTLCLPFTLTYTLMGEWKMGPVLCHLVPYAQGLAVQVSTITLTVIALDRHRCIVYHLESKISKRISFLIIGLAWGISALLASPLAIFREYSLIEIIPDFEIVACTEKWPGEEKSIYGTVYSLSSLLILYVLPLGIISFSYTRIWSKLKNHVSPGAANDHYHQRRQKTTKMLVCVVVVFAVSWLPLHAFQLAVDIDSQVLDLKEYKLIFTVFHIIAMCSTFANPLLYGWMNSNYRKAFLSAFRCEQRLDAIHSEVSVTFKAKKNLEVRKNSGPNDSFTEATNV
GALR2 blocker = GALR2 (human) receptor antagonism | inhibition, % at 4 µM | AID 828 | 140,000 compounds, 0.39% hits | GALR2-expressing cells, antagonist mode; in the data active = inhibition above about 27%;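 also: cells stimulated with galanin 1-16 at roughly its EC80; 0% = agonist challenge control and 100% = basal control without agonist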
Target sequence (O43603 whole entry, looked up): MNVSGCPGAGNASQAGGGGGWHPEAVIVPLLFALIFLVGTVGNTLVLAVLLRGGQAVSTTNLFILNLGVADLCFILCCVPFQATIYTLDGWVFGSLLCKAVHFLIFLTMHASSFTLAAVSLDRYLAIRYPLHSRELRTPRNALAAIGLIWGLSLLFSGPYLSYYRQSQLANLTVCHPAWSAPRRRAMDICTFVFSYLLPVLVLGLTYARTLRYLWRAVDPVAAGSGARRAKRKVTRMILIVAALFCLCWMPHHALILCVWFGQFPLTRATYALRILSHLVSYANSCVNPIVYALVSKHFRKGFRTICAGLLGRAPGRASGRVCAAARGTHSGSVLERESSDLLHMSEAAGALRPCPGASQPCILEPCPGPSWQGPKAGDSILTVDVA
Measles CPE = protection of cells from measles virus; 140,000 compounds, 1.5% hits; Measles virus-infected cells, CPE protection, absorbance; protection (pct of control), % at 4 µM; in the data active = protection mostly above about 24%, no sharp cut-off; inactive = mostly below about 26%; also: some compounds called inactive have numbers as strong as hits
Phagocytosis inh = macrophage phagocytosis inhibition. J774A.1 macrophage IgG-bead phagocytosis, imaging. inhibition, % at 5 µM. 110,000 compounds, 0.07% hits. AID 1029;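 active = inhibition above the mean of the plate negative controls plus 5 SD, cut at about 13% in these data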;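 also: phagocytic index as fraction of beads internalized from green versus red external bead signal; plate controls were DMSO negative control for no effect and cytochalasin-D positive control for full effect; some results beyond the cut were filed as inactive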
MRP-1 activ = MRP-1 activation; H69AR cells + doxorubicin, viability rescue, CellTiter-Glo; 140,000 compounds, 0.61% hits; viability increase, % at 10 µM; AID 799;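 active = viability gain under doxorubicin at or above a set limit, the compound median plus 3 SD, cut at about 4.7% in these data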;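 also: MRP-1 overexpressing cells given doxorubicin 25 µM after compound pretreatment; 18-22 h compound pretreatment then 72 h with doxorubicin before readout; 0% = doxorubicin-only wells and 100% = vehicle-treated cells without doxorubicin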
E-sel TNF inh = TNF alpha driven E-selectin expression inhibition; inhibition, % at 2 µM; 120,000 compounds, 0.71% hits; HUVEC TNFa-induced E-selectin immunofluorescence, high content;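 active = inhibition above the batch mean plus 3 SD, and confirmed as a hit on visual image review, cut at about 43% in these data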;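 also: 0% = TNF-stimulated DMSO wells and 100% = unstimulated control wells; not every result past the cut was called active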
* = called active by the depositor; / = not tested or not shown.

SMILES | Yeast growth inh | HCT116 bCat-KO | PTEN del growth | Yeast life ext | NPY Y2 blocker | GALR2 blocker | Measles CPE | Phagocytosis inh | MRP-1 activ | E-sel TNF inh
Nc1ccc2c(c1)sc1ccccc12 | -44 | 94 | 99 | -7 | 4 | 9 | 10 | 0 | -1.4 | -8
CCCCSc1nc2ccccc2n1CC(=O)O | 4 | 97 | 99 | / | 1 | -3 | 17 | / | 0.5 | -30
Cc1ccsc1C1CC(=O)NC2=C1C(=O)CC(C)(C)C2 (centres undefined) | -33 | 96 | 89 | -3 | 0 | 5 | 25 | 1 | 1.0 | -12
CCOC(=O)C1=C(C)NC2=C(C(=O)C(C(=O)OCC)C(c3cccc(OC)c3)C2)C1c1ccccn1 (centres undefined) | 6 | 83 | 90 | -25 | -2 | -5 | 4 | -1 | -1.8 | -10
Clc1ccc(CN(CC2CCCO2)C(c2cccs2)c2nnnn2C2CCCC2)cc1 (centres undefined) | -33 | 19 | 25 | -13 | 11 | -8 | 8 | / | -0.4 | 3
O=C(Cc1coc2ccc3ccccc3c12)Nc1nnc(C2CC2)s1 | -7 | 73 | 75 | -13 | 2 | -2 | 56* | 0 | -3.9 | -7
CC1Cc2ccccc2N1C(=O)COC(=O)c1cccnc1Cl (centres undefined) | -31 | 109 | 100 | -21 | 0 | 11 | 6 | / | 0.1 | 0
O=C(NCCN1CCOCC1)c1cc2n(n1)C(C(F)(F)F)CC(c1ccc(F)cc1)N2 (centres undefined) | -12 | 96 | 104 | -9 | 2 | 16 | 6 | 0 | -2.9 | /
COC(=O)c1ccccc1NC(=O)CSc1n[nH]c(CC(C)C)n1 | -12 | 84 | 93 | -2 | 4 | 9 | 5 | 2 | -2.1 | -3
O=C(CSCc1ccccc1)Nc1nccs1 | -41 | 86 | 90 | -15 | -1 | -7 | 8 | 0 | 1.8 | /
O=C(OCCN1CCCCC1)c1ccc(Cl)cc1 | -27 | 92 | 104 | 4 | 4 | -7 | 11 | 4 | -1.3 | /
CCOC(=O)c1c(NC(=O)COC)sc2c1CCCC2 | -44 | 92 | 97 | -12 | 6 | -4 | 1 | 2 | -0.7 | 53*
COC(=O)Nc1c(-c2ccccc2)nc2ccccn12 | 23 | 85 | 89 | -8 | 0 | 5 | 2 | -3 | -2.3 | -11
CCOc1ccc(-c2nc(CSc3nnc(N)s3)cs2)cc1OC | -51 | 99 | 94 | -3 | 1 | 1 | 36 | 2 | -0.5 | -2
CC(C)COc1ccc(CNC(=S)N/N=C/c2ccc([N+](=O)[O-])cc2)cc1 | 1 | 101 | 90 | 3 | -2 | -4 | 10 | -1 | -0.9 | 7
Cc1cc(NC(=O)CSc2nnc(C3CC3)n2Cc2ccccc2)no1 | -7 | 101 | 97 | -6 | -2 | -10 | 7 | -1 | -1.7 | /
COc1ccc(NC(=O)CSc2ncn(-c3ccccc3)n2)cc1Cl | -18 | 102 | 110 | -12 | 13 | 15 | 5 | -1 | -1.1 | -7
c1ccc(CNn2nnnc2-c2ccccc2)cc1 | -19 | 95 | 86 | -12 | 3 | -4 | 14 | -1 | -0.3 | -34
CNC(=O)NC(=O)CSc1nc2ccccc2n1CCOC | -8 | 87 | 91 | -7 | 2 | 6 | 32 | -4 | -2.9 | -20
CCOC(=O)Nc1nnc(-c2ccccc2OC)s1 | -38 | 80 | 93 | -8 | 6 | 2 | 13 | / | -3.2 | -30

Grouped by structure: the entries above with a thiophene ring, fused or not
SMILES | Yeast growth inh | HCT116 bCat-KO | PTEN del growth | Yeast life ext | NPY Y2 blocker | GALR2 blocker | Measles CPE | Phagocytosis inh | MRP-1 activ | E-sel TNF inh
Nc1ccc2c(c1)sc1ccccc12 | -44 | 94 | 99 | -7 | 4 | 9 | 10 | 0 | -1.4 | -8
Cc1ccsc1C1CC(=O)NC2=C1C(=O)CC(C)(C)C2 (centres undefined) | -33 | 96 | 89 | -3 | 0 | 5 | 25 | 1 | 1.0 | -12
Clc1ccc(CN(CC2CCCO2)C(c2cccs2)c2nnnn2C2CCCC2)cc1 (centres undefined) | -33 | 19 | 25 | -13 | 11 | -8 | 8 | / | -0.4 | 3
CCOC(=O)c1c(NC(=O)COC)sc2c1CCCC2 | -44 | 92 | 97 | -12 | 6 | -4 | 1 | 2 | -0.7 | 53*

The list continues:
SMILES | Yeast growth inh | HCT116 bCat-KO | PTEN del growth | Yeast life ext | NPY Y2 blocker | GALR2 blocker | Measles CPE | Phagocytosis inh | MRP-1 activ | E-sel TNF inh
Cc1ccccc1CSc1nnc(Cn2c(=O)sc3ccccc32)n1C | -45 | 89 | 100 | 3 | 7 | 6 | 43* | / | -2.1 | -40
O=[N+]([O-])c1ccc(CSc2nnc(SCc3ccc(Cl)cc3)s2)cc1 | -35 | 82 | 86 | 7 | 11 | -2 | 4 | -5 | 0.3 | /
O=c1ccc(OCCOc2ccccc2)nn1-c1ccccc1 | -15 | 95 | 100 | -6 | 3 | 4 | 26 | -6 | 0.6 | /
CCn1cc(Br)c(C(=O)NC(=S)Nc2ccc(C(=O)OC)cc2)n1 | -67 | 86 | 95 | 6 | 4 | -7 | 4 | 0 | -2.4 | /
CO/C=C/C#CC1(O)CCN(C)CC1 | -44 | 102 | 101 | -4 | 1 | 2 | 9 | 0 | 0.1 | 25
O=C(Nc1ccc(N=Nc2ccccc2)c(NC(=O)C2CCCO2)c1)C1CCCO1 (centres undefined) | 1 | 61 | 48 | -4 | -3 | 0 | 22 | -4 | -0.8 | /
N#C/C(=C\c1ccccc1)c1n[nH]c(Cn2cncn2)n1 | -33 | 91 | 108 | -2 | 1 | -11 | 5 | -2 | -0.7 | 3
CCOC(=O)CSc1nc2c(sc(=S)n2Cc2ccco2)c(=O)n1-c1ccccc1 | -54 | 89 | 89 | 1 | 36* | -10 | 2 | / | -0.1 | 0
COC(=O)c1ccccc1NC(=O)C1COc2ccccc2O1 (centres undefined) | -32 | 93 | 103 | 0 | 8 | 3 | 13 | 2 | 0.1 | 1
COc1ccc(CCNC(=O)c2cc3sccc3n2C)cc1OC | -54 | 96 | 106 | -8 | 3 | -14 | 5 | -1 | 1.5 | -3
COCC(C)Nc1ncnc2c1cnn2-c1ccc(Cl)cc1 (centres undefined) | -17 | 112 | 105 | -11 | 1 | 11 | 5 | / | 0.7 | -4
O=C(C1CC1c1ccccc1)N1CCN(c2cccc(Cl)c2)CC1 (centres undefined) | -80 | 101 | 100 | -9 | 2 | 6 | 2 | 5 | -0.3 | 15
Cc1cnc(C(=O)Nc2ccc(N3CCN(C(=O)OC(C)(C)C)CC3)cc2)cn1 | -57 | 16 | 12 | -6 | 2 | -3 | 3 | 3 | -0.6 | 2
CSC1=NCCN1C(=O)c1c(F)cccc1Cl | -2 | 95 | 88 | -5 | 3 | 3 | 21 | 0 | 0.7 | /
O=C(c1coc(=O)c2ccccc12)N1CCN(Cc2ccccc2)CC1 | -8 | 94 | 91 | -19 | 0 | 4 | 3 | / | 0.1 | -4
CCN(CC)S(=O)(=O)c1ccc(-c2nnc(SCC(=O)Nc3ccc4c(c3)OCO4)o2)cc1 | -38 | 98 | 105 | -8 | 1 | 8 | 5 | 0 | -0.2 | /
Cc1cccc(N2CCN(CC(=O)Nc3ccccc3[N+](=O)[O-])CC2)c1C | -15 | 103 | 92 | -12 | 38* | 2 | 36 | / | -0.6 | 21
Cc1ccc(-c2cc(-c3ccccc3[N+](=O)[O-])[nH]n2)c(O)c1 | -27 | 57 | 65 | -11 | -3 | 23 | 4 | / | -1.7 | -22
N#C/C(=C\c1cn(CC(=O)N2CCCC2)c2ccccc12)C(=O)NCc1ccc2c(c1)OCO2 | -22 | 95 | 95 | -1 | 8 | 11 | 2 | -2 | 0.9 | /
CCCOc1ccc(C(=O)c2nc3c(n2O)CCCCC3)cc1 | -68 | 86 | 101 | -9 | 8 | -13 | 8 | 1 | -1.2 | 1
CCOC(=O)Cn1c(=N)n(CCOc2cccc(C)c2)c2ccccc21 | -12 | 91 | 99 | 5 | 8 | 1 | 6 | -1 | -2.2 | -3
COc1ccc(N2CCN(CC(O)COc3ccc4c(c3)CCC4)CC2)cc1 (centres undefined) | -46 | 72 | 77 | -24 | 9 | -1 | 2 | 0 | -0.5 | 14
O=C(COC(=O)C1CC(O)CN1S(=O)(=O)c1ccc(Cl)cc1)c1ccccc1 (centres undefined) | -45 | 83 | 89 | 4 | 1 | 3 | 11 | -3 | 0.1 | /
CN=C1S/C(=C\c2ccc(N3CCOCC3)cc2C)C(=O)N1C | -30 | 101 | 96 | -3 | -3 | 9 | 13 | / | -2.4 | /
O=C1CC(c2cccc(F)c2)C2=C(CCCC2=O)N1 (centres undefined) | -25 | 95 | 97 | -2 | 2 | -5 | 11 | 3 | -1.1 | 5
COc1ccc(-c2nc(NC(=O)CSc3nnc(C)s3)ns2)cc1 | -40 | 93 | 88 | -6 | 1 | 0 | 4 | 0 | -2.2 | -10
O=C(CSc1nnc(COc2cccc3cccnc23)o1)N1CCN(C(=O)c2ccco2)CC1 | -16 | 93 | 100 | / | 2 | 5 | 12 | / | -0.6 | -12
CCOC(=O)Cc1[nH]nc2c1C(C1C=CCCC1)C(C#N)=C(N)O2 (centres undefined) | -66 | 78 | 81 | -12 | 2 | 5 | 10 | -1 | -1.5 | 1
COc1ccc(OCCSc2nnc3sc4ccccc4n23)cc1 | -20 | 74 | 80 | -5 | 9 | 4 | 47* | 1 | -2.3 | 20
COc1ccc(C(=O)Nc2nc(C)c(C(=O)N(C)C)s2)cc1OC | -3 | 105 | 96 | -23 | 2 | -5 | 35* | -1 | -0.6 | -17
O=C(c1ccccc1)c1c[nH]cc1-c1ccccc1 | -50 | 97 | 87 | / | 2 | 1 | 26 | / | -0.2 | -18
O=C(c1cn(-c2ccccc2)nc1-c1ccncc1)N1CCCCC1 | -42 | 100 | 98 | -3 | 0 | -7 | 25 | -2 | -0.8 | -5
O=C(Nc1nccs1)c1ccc(S(=O)(=O)N2CCCCC2)cc1 | -27 | 97 | 97 | -5 | -1 | -7 | 14 | -1 | 0.5 | -6
Cc1c(Cl)ccc2c1NC(=O)C21NC(CCC(N)=O)[C@H]2C(=O)N(c3ccc(Cl)cc3)C(=O)[C@H]21 (some centres undefined) | 8 | 84 | 88 | -10 | 10 | 10 | 8 | 0 | -0.5 | /
CC(C)C(NC(=O)C12CC3CC(CC(C3)C1)C2)C(=O)N/N=C/C1=C(N2CCOCC2)C(=C\c2ccc([N+](=O)[O-])cc2)/CC1 (centres undefined) | -36 | 90 | 84 | 1 | -1 | -1 | 24 | -4 | -1.5 | /
CCNC(=O)CC1C(=O)N(c2ccccc2)C(=O)N1CCc1ccc(OC)c(OC)c1 (centres undefined) | 2 | 105 | 90 | -4 | 4 | -5 | 5 | 4 | -1.3 | 12

Screens: PubChem BioAssay, several laboratories
